MazF activator: MazEF (E. coli) toxin RNase activation | activation, % at 20 µM | hit rate 0.32% among 350,000 | FAM/BHQ RNA-DNA oligo cleavage fluorescence, 5 h | P0AE70; in the data active = activation above about 50%
Target sequence (P0AE70 whole entry, looked up): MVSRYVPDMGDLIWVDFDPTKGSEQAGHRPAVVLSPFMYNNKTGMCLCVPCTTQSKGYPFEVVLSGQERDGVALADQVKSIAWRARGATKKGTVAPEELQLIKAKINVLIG
PrPC TRFRET: reduces human prion protein on the cell surface. P04156. cell surface PrPC, TR-FRET read-out. inhibition, % at 13.8 µM. hit rate 0.43% among 370,000. AID 720596; in the data active = inhibition above about 24%; also: 0% = median of the test wells and 100% = reference compound wells
FadD28 FP inh: M. tuberculosis FadD28 bisubstrate binding inhibition; FadD28 bisubstrate probe binding, fluorescence polarization; inhibition, % at 12.5 µM; hit rate 0.22% among 360,000; in the data active = inhibition above about 8.5%, passing the limit was not always enough; inconclusive = no clear call, values can overlap the other calls
GDH-TPI inh: counter-screen for M. tuberculosis FBA inhibitors: GDH-TPI coupled enzymes | inhibition, % at 4.8 µM | GDH-TPI coupled enzyme counterscreen, NADH absorbance | hit rate 1.2% among 360,000; in the data active = inhibition above about 30%;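 also: 0% = DMSO wells and 100% = wells lacking the enzyme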
UGM FP inh: inhibitors of M. tuberculosis UDP-galactopyranose mutase; inhibition, % at 10 µM; hit rate 0.06% among 320,000; purified UGM, fluorescence polarization probe displacement; AID 504406; in the data active = inhibition above about 10%, passing the limit was not always enough; inconclusive = no clear call, values can overlap the other calls
Target sequence (P9WIQ1 whole entry, looked up): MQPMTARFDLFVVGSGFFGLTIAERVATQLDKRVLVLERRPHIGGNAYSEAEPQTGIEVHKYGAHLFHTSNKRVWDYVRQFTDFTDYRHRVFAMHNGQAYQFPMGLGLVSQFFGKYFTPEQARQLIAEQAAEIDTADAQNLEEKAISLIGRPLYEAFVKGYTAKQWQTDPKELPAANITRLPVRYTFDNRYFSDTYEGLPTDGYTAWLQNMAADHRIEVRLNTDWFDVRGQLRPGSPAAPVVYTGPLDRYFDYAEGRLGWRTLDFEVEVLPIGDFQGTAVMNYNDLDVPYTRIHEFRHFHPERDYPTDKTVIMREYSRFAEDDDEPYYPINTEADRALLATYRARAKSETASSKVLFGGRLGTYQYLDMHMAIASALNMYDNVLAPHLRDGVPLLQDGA
BoNT-F LC inh: BoNT F light chain protease inhibition. inhibition, % at 10 µM. AID 588497. hit rate 0.22% among 360,000. Multiplex microsphere protease cleavage assay, flow cytometry; in the data active = inhibition above about 35%, passing the limit was not always enough; inconclusive = no clear call, values can overlap the other calls; also: plate controls were buffer without enzyme for full effect and enzyme alone for no effect
Mtb BioA inh: inhibitors of Mycobacterium tuberculosis BioA enzyme; purified M. tuberculosis BioA enzyme, plate reader; inhibition, % at 9.99 µM; hit rate 0.096% among 360,000; in the data active = inhibition above about 40%; inconclusive = no clear call, values can overlap the other calls
FBA Mtb inh: inhibits M. tuberculosis FBA enzyme. inhibition, % at 1 µM. hit rate 2.3% among 360,000. AID 588726. purified M. tuberculosis FBA, fluorescence read-out. P9WQA3; in the data active = inhibition above about 27%;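 also: 0% = vehicle and 100% = reference inhibitor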
Target sequence (P9WQA3 whole entry, looked up): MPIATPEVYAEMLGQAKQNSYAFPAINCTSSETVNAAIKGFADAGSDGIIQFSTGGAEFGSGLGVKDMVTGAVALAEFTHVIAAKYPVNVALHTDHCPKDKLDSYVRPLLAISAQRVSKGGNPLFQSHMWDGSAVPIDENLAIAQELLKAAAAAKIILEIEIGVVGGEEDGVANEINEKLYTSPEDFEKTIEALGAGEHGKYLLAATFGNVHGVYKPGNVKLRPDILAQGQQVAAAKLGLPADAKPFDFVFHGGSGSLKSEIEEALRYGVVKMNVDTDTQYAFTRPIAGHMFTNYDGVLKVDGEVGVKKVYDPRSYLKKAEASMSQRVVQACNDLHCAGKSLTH
Rv3671c protease: inhibitors of M. tuberculosis serine protease Rv3671c. hit rate 0.048% among 320,000. AID 2606. inhibition, % at 5.96 µM. P9WHR9; in the data active = inhibition above about 38%;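 also: extracellular domain of Rv3671c used as enzyme; 0% = enzyme with DMSO and 100% = no enzyme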
Numbers without * were called inactive; ? = inconclusive; . = not tested or not shown; + = active, no number; & = joins results of further samples.

SMILES | MazF activator | PrPC TRFRET | FadD28 FP inh | GDH-TPI inh | UGM FP inh | BoNT-F LC inh | Mtb BioA inh | FBA Mtb inh | Rv3671c protease
OCC(CO)(CO)NCC(O)CN1c2ccccc2Sc2ccccc21 (stereo not given) | -9 | . | -1.6 | 0 | 2.0 | 11 | -0.9 | 1 | 8
COc1ccc(-c2cc3c(c4c2ccn4C)C2CCC3O2)cc1OC (stereo not given) | . | -34 | 0.3 | . | . | -8 | 0.7 | 0 | .
CN1C(=O)/C(=C/c2ccc3c(c2)OCO3)N=C1c1ccccc1 | 0 | -1 | -0.1 | 3 | 1.9 | 3 | . | -2 | -2
CCCn1c(SCC(=O)Nc2ccccc2Oc2ccccc2)n[nH]c1=O | 1 | 3 | -0.9 | -2 | -1.0 | -11 | -1.0 | 4 | -5
CN(C)/C=C(\C(=O)c1ccccc1)c1nnnn1-c1ccccc1 | 4 | 6 | -2.6 | 1 | -3.2 | 0 | -1.3 | -1 | -4
COc1ccc2nc(NC(=O)c3ccccc3F)sc2c1 | 8 | 9 | 1.0 | 6 | 1.4 | ? | -1.2 | 0 | -11
CC1=C(C(=O)OC(C)(C)C)C(c2cccc3ccccc23)NC(=O)N1 (stereo not given) | 5 | -1 | . | 0 | 2.9 | 8 | 1.3 | -2 | -2
COc1ccc(NC(=O)c2cc(-c3cccs3)on2)cc1 | -16 | 8 | -3.5 | -5 | -1.3 | 18 | 2.0 | 1 | 0
O=C(NC1CCCCC1)N1CCC(c2nc3ccc(Cl)cc3[nH]2)CC1 | -1 | -5 | 0.7 | 6 | -2.0 | -1 | 3.9 | 4 | 3
CCCNS(=O)(=O)c1ccc(OCC(=O)Nc2ccc3c(c2)OCO3)cc1 | 8 | 2 | 0.5 | 1 | 4.5 | -3 | . | 0 | -7
CCOC(=O)c1ccc(NC(=O)Cn2cccc2)cc1 | -9 | . | 0.1 | -4 | -0.5 | 0 | . | 3 | 2
O=C(CCNC(=O)c1ccccc1Cl)N/N=C\c1ccc(O)cc1 | 0 | 0 | -1.1 | 14 | -3.8 | -1 | 3.6 | -2 | 3
COc1ccc(-n2c(N)c(C(=O)NCC3CCCO3)c3nc4ccccc4nc32)c(OC)c1 (stereo not given) | -1 | -18 | -2.3 | 15 | 3.2 | -7 | 1.2 | 104* | -8
O=C(COC(=O)c1cccc(S(=O)(=O)N2CCCCC2)c1)NC1CCCCC1 | -10 | 5 | . | 1 | 0.0 | -4 | -1.7 | 3 | -11
COc1ccc(C2C(C#N)=C(/N=C/N3CCOCC3)OC3=C2C(=O)CC(C)(C)C3)cc1OC (stereo not given) | 0 | 8 | -0.2 | 5 | -0.3 | 3 | -2.4 | -2 | -6
CCCc1cc(=O)oc2cc(OCc3cc(OC)c(OC)c(OC)c3)c(Cl)cc12 | 8 | 2 | -0.4 | 6 | -0.2 | 2 | -0.1 | 3 | -6
Cc1occc1-c1nnc(SCC(=O)NC2CCCCC2C)o1 (stereo not given) | 2 | -2 | -2.4 | 10 | . | 4 | -2.6 | 3 | .
CCC1(C)Cc2ccccc2C(=S)N1 (stereo not given) | 2 | -1 | -2.1 | 4 | -0.5 | 0 | -2.1 | -5 | 7
O=C(COC(=O)c1ccc(N2CCOCC2)c([N+](=O)[O-])c1)Nc1ccc2c(c1)OCO2 | 4 | -10 | -0.1 | 12 | 1.2 | 1 | . | -3 | 1
CCCN1CCN(CCCNC(=O)c2cc3c(s2)-c2ccccc2OC3)CC1 | 7 | -7 | -5.2 | 30 | -1.4 | -2 | 0.7 | + | -9
COc1cc(C)ccc1OCc1cc(C(=O)N2CCCCCCC2)no1 | -3 | -1 | 1.1 | -1 | -2.4 | -6 | 0.2 | 2 | -8
O=C(N/N=C\c1cccc(Cl)c1)c1n[nH]c2c1CCCC2 | 1 | 13 | -2.7 | 11 | -0.5 | -2 | . | 1 | -3
O=C(O)c1cnc(-c2ccccc2)nc1Oc1ccc(Cl)cc1 | 1 | 1 | -3.3 | -3 | 3.2 | 1 | . | -4 | 5
CN(C(=O)CSc1nnc(-c2ccco2)n1N)C1CCCCC1 | -3 | -7 | -2.2 | -4 | 5.7 | -2 | . | -8 | -3
Cc1ccccc1C(=O)NNC(=S)NC(=O)c1ccc(Cl)cc1Cl | -1 | 1 | 1.8 | 3 | -0.6 | -9 | . | -1 | 6

Further results follow:
SMILES | MazF activator | PrPC TRFRET | FadD28 FP inh | GDH-TPI inh | UGM FP inh | BoNT-F LC inh | Mtb BioA inh | FBA Mtb inh | Rv3671c protease
COc1ccc(-c2csc(NC(=O)CN3C(=O)NC4(CCCC4)C3=O)n2)cc1OC | -3 | -9 | 1.3 | -8 | 3.8 | 1 | 0.7 | -3 | 2
Cc1cnc(CN(C)Cc2c(C(=O)N3CCc4ccccc4C3)nc3ccc(Cl)cn23)[nH]1 | 4 | -2 | -1.9 | 1 | 1.6 | -5 | 2.4 | 5 | -1
Cc1cccc(CCNC(=O)c2cccc3c2C(=O)N(C2CCCCC2)C3)c1 | -1 | 3 | -3.4 | 0 | 1.2 | 1 | 1.7 | -6 | -14
O=C1NC(=O)C(CCc2ccncc2)(Cc2ccc(OCc3ccccc3)cc2)C(=O)N1 | 0 | -2 | -1.8 | 3 | -2.6 | 4 | . | 2 | -12
C[C@@H]1CN([C@H](C)CO)C(=O)Cc2cc(NC(=O)CCC(F)(F)F)ccc2O[C@@H]1CN(C)C(=O)Nc1ccccc1 | 7 | 6 | -0.7 | -3 | 3.8 | -6 | -1.9&-0.6 | 1 | -2
O=C(Nc1ccccc1)c1cccc(N2C(=O)C3C4C=CC(C5CC45)C3C2=O)c1 (stereo not given) | 5 | 7 | -0.3 | 2 | -4.0 | -6 | . | 1 | -5
Cc1ccc2nc(N(CCCN(C)C)C(=O)c3cc(-c4cccs4)nc4ccccc34)sc2c1 | -2 | -17 | -2.1 | 0 | 1.1 | -10 | -1.9 | 25 | 1
O=C(NNC(=O)c1ccccc1F)c1ccc2[nH]c(=O)c(=O)[nH]c2c1 | 0 | 2 | -3.4 | 14 | -0.4 | 1 | 0.5 | 7 | -1
CCC1CCCCN1C(=O)c1cc2c(=O)n3cccc(C)c3nc2s1 (stereo not given) | -28 | . | -1.1 | 7 | 0.1 | -25 | 0.7 | 16 | 4
COc1cc(OC)c(C2C(C#N)=C(C)NC(C)=C2C#N)c(C(=O)O)c1 | -5 | -6 | 0.0 | 5 | -2.1 | ? | -1.0 | 11 | -11
Cc1nn(CCCC(=O)Nc2cccnc2Cl)c(C)c1[N+](=O)[O-] | 3 | -5 | -2.6 | -13 | 0.8 | -7 | 1.5 | 4 | 9
COCCNC(=O)c1cn(C)c2ccccc2c1=O | -1 | -4 | -3.9 | -11 | -0.7 | -3 | . | -3 | -8
COc1cc(OC)cc(-n2nnnc2SCC(=O)NC2CCCC2)c1 | 0 | 0 | -4.8 | 6 | -1.7 | -2 | . | 3 | -3
CC1CCC(NC(=O)c2ccc3c(c2)OCO3)CC1 (stereo not given) | 7 | 2 | -1.8 | -1 | 0.8 | 1 | -0.4 | -1 | -2
COC(=O)CSc1nnc(-c2ccc(OC)c(OC)c2)o1 | -2 | 0 | 0.4 | -1 | 3.2 | -3 | . | -1 | -3
S=c1[nH]nc(-c2ccc(Cl)cc2)n1-c1ccc2c(c1)OCCO2 | -4 | 0 | -0.9 | 11 | -0.3 | 0 | . | 8 | 1
Cc1ccc([C@H]2C[C@H](n3cc(COC(=O)c4ccccc4)nn3)[C@@H](O)CN2CC2CCCCC2)cc1 | 2 | -1 | -2.7 | 1 | . | -5 | -3.6 | 4 | .
COc1ccc(NC(=O)c2cc(-c3cccnc3)nc3ccc(C)cc23)cc1OC | 8 | -4 | 0.1 | 8 | . | 0 | -0.4 | 0 | .
Cc1cccn2c(/C=N/OCc3cccc(F)c3)c(-c3ccc(Cl)cc3)nc12 | 2 | -7 | -1.8 | 11 | 0.5 | -2 | -1.4 | -3 | 3
Cc1coc2c1c(C)cc1oc(=O)c(CC(=O)N[C@@H](CC(C)C)C(=O)O)c(C)c12 | -2 | 7 | -1.3 | 19 | 0.3 | 34 | -0.7 | 79* | -4
CCOC(=O)c1ccc2nc(C)c(CC)c(Cl)c2c1 | 8 | 1 | -0.8 | -2 | 3.0 | -7 | -0.8 | -1 | -3
O=C1C(Cl)=C(N2CCOCC2)C(=O)N1c1cccc(Cl)c1 | -6 | 4 | -2.1 | 17 | 0.9 | 10 | 1.4 | -1 | -11
COc1ccc(C(=O)/C=C/Nc2ccc(S(N)(=O)=O)cc2)cc1OC | -4 | -13 | 1.2 | 58* | 0.3 | -5 | -2.9 | 8 | 7
CC(=O)Nc1ccc(NC(=O)C(C)OC(=O)c2c(C)nn(-c3ccccc3)c2Cl)cc1 (stereo not given) | 5 | 6 | -4.1 | -1 | 0.3 | -8 | 4.5 | 0 | 3
CCN1C(=O)N[C@@H](c2ccco2)C(C(C)=O)=C1C | 8 | 1 | -1.4 | 11 | -5.7 | -14 | -5.6 | 7 | 1

Random excerpt: four entries already listed.
SMILES | MazF activator | PrPC TRFRET | FadD28 FP inh | GDH-TPI inh | UGM FP inh | BoNT-F LC inh | Mtb BioA inh | FBA Mtb inh | Rv3671c protease
Cc1ccc2nc(N(CCCN(C)C)C(=O)c3cc(-c4cccs4)nc4ccccc34)sc2c1 | -2 | -17 | -2.1 | 0 | 1.1 | -10 | -1.9 | 25 | 1
COc1ccc(-c2csc(NC(=O)CN3C(=O)NC4(CCCC4)C3=O)n2)cc1OC | -3 | -9 | 1.3 | -8 | 3.8 | 1 | 0.7 | -3 | 2
CCN1C(=O)N[C@@H](c2ccco2)C(C(C)=O)=C1C | 8 | 1 | -1.4 | 11 | -5.7 | -14 | -5.6 | 7 | 1
COc1cc(C)ccc1OCc1cc(C(=O)N2CCCCCCC2)no1 | -3 | -1 | 1.1 | -1 | -2.4 | -6 | 0.2 | 2 | -8

(cont.)
SMILES | MazF activator | PrPC TRFRET | FadD28 FP inh | GDH-TPI inh | UGM FP inh | BoNT-F LC inh | Mtb BioA inh | FBA Mtb inh | Rv3671c protease
O=C(NC(=S)Nc1cc(S(=O)(=O)N2CCOCC2)ccc1O)c1ccco1 | -3 | -2 | -1.2 | 8 | -2.6 | 2 | 1.8 | 0 | -9
O=C(Oc1ccc2ccccc2c1)C1CCC1 | 2 | 0 | 0.3 | -6 | 0.1 | -7 | -1.1 | 1 | .
CCc1ccc(NC(=O)Cn2cnc3sc(C)c(S(=O)(=O)N4CCOCC4)c3c2=O)cc1 | 7 | 3 | -1.9 | 1 | -1.4 | -21 | . | 2 | 0
O=C(N/N=C/c1cccs1)C(O)c1ccccc1 (stereo not given) | 0 | -4 | -3.3 | -10 | 1.8 | ? | 0.8 | 2 | 6
CCc1cc2c(=O)[nH]c(Cc3ccc(OC)cc3)nc2s1 | 3 | 0 | -1.3 | 6 | -1.1 | -1 | -0.1 | -4 | 2
COc1ccc2c(c1)Sc1ccccc1N2CCN(C)C | -17 | . | 0.6 | 3 | 1.4 | 0 | -1.5 | 1 | 3
Cc1ccc(-n2nc(N)c3c(=O)oc(N(C)C)nc32)cc1 | 11 | 6 | 0.2 | -6 | 1.7 | -3 | . | -3 | -1
COc1cccc(C2C3=C(N=c4s/c(=C\c5cccc(O)c5)c(=O)n42)c2ccccc2CC3)c1OC (stereo not given) | -4 | -4 | -5.7 | 21 | -1.1 | -14 | -0.7 | -7 | -91
COc1cccc(C(=O)CN2CCN(S(=O)(=O)c3ccc(Br)cc3)CC2)c1 | 3 | . | -4.4 | 6 | 0.3 | 0 | -0.4 | -7 | -2
CC(=O)c1ccc(N2CCN(C(=O)COc3ccc(F)cc3)CC2)c(F)c1 | -2 | 0 | -2.3 | 2 | -0.5 | -1 | 29 | 1 | 3
CNC(=O)C(=O)Nc1c(O)c2ccccc2[nH]c1=O | -9 | -1 | -0.5 | 14 | -0.1 | 5 | -1.9 | 0 | 5
CCOC(=O)c1ccc(NC(=O)Nc2ccn(C)n2)cc1 | -2 | . | -1.6 | 1 | 2.0 | -8 | -0.9 | -1 | -9
COc1ccccc1NC(=O)N1CCN(c2ccc3nnc(-c4ccc(F)cc4)n3n2)CC1 | 20 | -2 | -1.3 | 4 | -0.7 | -3 | . | -1 | -2
Cc1cccc(C)c1OCc1cn(CC(=O)c2ccc(O)cc2)nn1 | 5 | 2 | -2.1 | 8 | . | 2 | -1.0 | 0 | .
Cc1cc(NC(=O)c2ccc(Cl)cc2)no1 | -2 | 0 | -3.4 | -9 | -0.6 | 0 | -1.0 | 1 | -4
